Source: PubChem BioAssay
hgDAF-12 ag: agonists of H. glycines DAF-12 nuclear receptor; HEK293 GAL4-hgDAF12 UAS-luciferase reporter, agonist luminescence; normalized to butyrate control; AID 687014; 1.8% of 370,000 active; activation, % at 6.8 µM;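 active = activation above a cutoff set at the mean of all screened compounds plus 3 SD, cut at about 10% in these data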;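 note: 0% = DMSO wells and 100% = sodium butyrate wells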
GC-B act: GC-B (human) receptor activation; P20594; HEK293-GC-B cells, CNP EC30, cGMP TR-FRET; 0% at EC30 CNP, 100% saturating CNP; activation, % at 10 µM; 0.11% of 370,000 active;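 active = activation at 10 µM reaching about 35% in either raw or pattern-adjusted values, limit read from the data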
DAX1 inh-1: NR0B1 (DAX1) inhibition; 0.99% of 340,000 active; P51843; inhibition, % at 6.75 µM; HEK293 Gal4-DAX1 luciferase reporter, luminescence; AID 504766;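 active = inhibition above the mean over all tested compounds plus 3 SD, cut at about 4.2% in these data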;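 note: 0% = DAX1-transfected cells with DMSO and 100% = empty-vector control cells with DMSO; inhibition shows as a rise in luminescence from relieved DAX1 repression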
NPR1 activator: GC-A (human) enzyme activation; P16066; HEK293 GC-A cells, cGMP TR-FRET, EC30 ANP; 0% at EC30 ANP, 100% saturating ANP; activation, % at 10 µM; 0.14% of 370,000 active; AID 1671463; in the data active = activation above about 40%
Target sequence (P16066 whole entry, looked up): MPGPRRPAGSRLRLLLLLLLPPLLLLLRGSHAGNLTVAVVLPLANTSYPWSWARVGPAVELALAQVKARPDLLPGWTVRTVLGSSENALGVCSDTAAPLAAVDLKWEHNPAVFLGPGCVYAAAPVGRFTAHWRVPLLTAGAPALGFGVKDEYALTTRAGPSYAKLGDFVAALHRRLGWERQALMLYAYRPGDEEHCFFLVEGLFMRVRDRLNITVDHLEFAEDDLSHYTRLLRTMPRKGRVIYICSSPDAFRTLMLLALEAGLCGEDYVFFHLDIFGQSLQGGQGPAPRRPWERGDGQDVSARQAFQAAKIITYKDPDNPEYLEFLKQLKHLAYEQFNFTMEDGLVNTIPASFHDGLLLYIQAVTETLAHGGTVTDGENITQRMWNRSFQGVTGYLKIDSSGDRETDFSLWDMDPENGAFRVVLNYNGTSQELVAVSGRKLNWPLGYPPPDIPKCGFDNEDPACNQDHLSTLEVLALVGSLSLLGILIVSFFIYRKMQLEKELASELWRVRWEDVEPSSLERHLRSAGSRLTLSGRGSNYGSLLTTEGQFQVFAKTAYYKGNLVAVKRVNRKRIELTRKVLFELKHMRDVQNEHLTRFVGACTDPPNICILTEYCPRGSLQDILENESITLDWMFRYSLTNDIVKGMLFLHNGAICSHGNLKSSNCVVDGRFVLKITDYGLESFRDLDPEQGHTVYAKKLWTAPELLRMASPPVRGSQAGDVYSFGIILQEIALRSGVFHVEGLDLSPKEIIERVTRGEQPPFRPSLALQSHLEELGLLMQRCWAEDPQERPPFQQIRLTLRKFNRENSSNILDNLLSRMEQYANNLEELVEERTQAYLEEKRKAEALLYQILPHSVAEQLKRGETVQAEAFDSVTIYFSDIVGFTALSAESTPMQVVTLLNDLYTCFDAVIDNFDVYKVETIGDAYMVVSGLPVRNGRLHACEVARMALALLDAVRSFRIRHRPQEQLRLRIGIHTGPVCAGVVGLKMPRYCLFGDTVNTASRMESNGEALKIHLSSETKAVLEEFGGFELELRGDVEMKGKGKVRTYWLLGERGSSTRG
sPLA2-III inh: Blocks human group III sPLA2 activity; Q9NZ20; QFRET BODIPY PC-A2 liposome hydrolysis, fluorescence; inhibition, % at 12.2 µM; 0.56% of 370,000 active;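 active = inhibition above mean plus 3 SD of compounds lying within the high and low control bounds, cut at about 19% in these data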;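 note: 0% = median of test compound wells and 100% = no enzyme DMSO wells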
DAX1 inh-2: blocks DAX1 repression of SF-1 activated StAR promoter; HEK293T StAR-luciferase reporter, SF-1/DAX-1 repression relief; inhibition, % at 6.8 µM; 1.1% of 370,000 active; AID 652010;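 active = inhibition above the mean over all tested compounds plus 3 SD, cut at about 3.6% in these data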;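 note: 0% = DAX-1 cells with DMSO and 100% = cells lacking DAX-1 with DMSO; higher inhibition means more luminescence from relief of DAX-1 repression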
KLK7 zymogen act: activates the human kallikrein-7 zymogen. P49862. purified proKLK7, EDANS-DABCYL substrate fluorescence; 100% is mature enzyme control, 0% vehicle. activation, % at 7 µM. 0.9% of 370,000 active. AID 652039;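 active = activation above the mean of all tested compounds plus 3 SD, computed per campaign excluding outliers beyond control limits, cut at about 13% in these data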
hcDAF-12 act: H. contortus DAF-12 activation, primary screen; HEK293 hcDAF-12 lit1-tk-luc reporter, luminescence; 0% DMSO, 100% Δ7-dafachronic acid; activation, % at 6.8 µM; 1.4% of 370,000 active;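 active = activation above the mean of all tested compounds plus 3 SD, cut at about 5.5% in these data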;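 note: 100% = response to 3 µM Δ7-dafachronic acid high control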
SMARCA2 activ: SMARCA2 function activation, primary screen. MG213 cells, MMTV-luciferase reporter, dexamethasone, overnight. activation, % at 9.1 µM. 1% of 370,000 active; in the data active = activation above about 7.8%;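 note: 0% = vehicle wells and 100% = reference activator wells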
GAA850 FXN act: frataxin GAA850 promoter activation; HEK293 lucGAA850 FXN promoter luciferase reporter, 24 h; percent of 10 µM SAHA response; 0.56% of 360,000 active; activation, % at 6 µM;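 active = activation above the average of all compounds screened plus 3 SD, cutoff fixed separately per campaign, cut at about 7.5% in these data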;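 note: 0% = DMSO wells and 100% = 10 µM SAHA wells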
ssDAF-12 act: activates DAF-12 receptor from parasite S. stercoralis; 1% of 370,000 active; HEK293 ssDAF-12/GRIP1 lit1-tk-luc reporter, luminescence; % of 3 µM dafachronic acid response; activation, % at 6.8 µM;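 active = activation above the mean over all tested compounds plus 3 SD, cut at about 0.9% in these data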;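 note: 0% = DMSO-only wells and 100% = 3 µM delta7-dafachronic acid wells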
* marks the source's active call; other numbers are inactive results; . = no result given.

SMILES | hgDAF-12 ag | GC-B act | DAX1 inh-1 | NPR1 activator | sPLA2-III inh | DAX1 inh-2 | KLK7 zymogen act | hcDAF-12 act | SMARCA2 activ | GAA850 FXN act | ssDAF-12 act
COc1ccc(CCn2c(C)cc(C(=O)COC(=O)c3cnc(C)cn3)c2C)cc1 | -0.7 | -2 | -0.8 | -2 | 1 | -3.0 | -0.7 | -2.0 | -1 | 0.6 | -1.5
NC(=O)COc1ccc(NC(=O)CC23CC4CC(CC(C4)C2)C3)cc1 | -3.6 | 2 | 0.2 | 1 | 3 | 0.2 | -0.4 | -0.2 | 0 | 2.9 | -1.7
CCN(Cc1ccccc1)C(=O)c1ccc(Cl)cc1[N+](=O)[O-] | 1.4 | 6 | 0.4 | -1 | 4 | -0.2 | -0.1 | -0.5 | 0 | -1.5 | -1.5
O=C(Oc1ccc(=O)n(-c2ccccc2)n1)c1ccc(Cl)cc1 | -0.3 | 14 | 1.4 | 1 | 2 | 0.4 | -0.1 | -0.4 | 0 | -0.7 | -1.2
C[C@@H]1CC2[C@@H]3CC[C@H]4CC(=O)CC[C@]4(C)C3=CC[C@]2(C)[C@@]1(O)C(=O)CO (stereo partly specified) | -0.2 | 3 | -0.8 | -6 | -5 | 0.0 | -0.4 | -0.4 | -3 | 3.8 | -1.3
CCN(CC)c1ccc(NC(=O)c2[nH]c(C)c(C(C)=O)c2C)c(C)c1 | -0.5 | 4 | -0.8 | -3 | 3 | -1.3 | 0.4 | -1.4 | -2 | -2.3 | -1.1
CC(=O)C(Cc1ccccc1)NC(=O)CN1c2cccc3cccc(c23)S1(=O)=O (stereo unspecified) | -1.8 | -6 | -0.5 | -3 | -10 | -1.5 | -0.1 | -1.4 | -3 | 0.4 | -0.6
COC(=O)[C@@H]1[C@H](O[Si](C)(C)C(C)(C)C)[C@H]2O[C@H]2C[C@H]1S(=O)(=O)c1ccccc1 | -2.6 | 0 | . | 0 | -6 | . | . | -1.1 | . | . | -1.9
CCOC(=O)Nc1sc(C)c(C)c1C(=O)OCC | -2.8 | -6 | -0.6 | -4 | 2 | -0.4 | -0.2 | -2.5 | 0 | 2.1 | -1.0
O=C(NCc1ccccc1)C1c2ccccc2OCC(=O)N1Cc1ccco1 (stereo unspecified) | 0.8 | -4 | . | -6 | 1 | 0.1 | 0.1 | 0.6 | -3 | . | -0.7
COc1cc(CC(=O)C(=O)O)oc(=O)c1 | 0.9 | -2 | 1.4 | 0 | -3 | 2.2 | 0.3 | -0.7 | -6 | 1.4 | -1.0
CCOC(=O)c1nn(-c2ccccc2F)c(-c2ccccc2)c1C(=O)c1ccccc1 | 1.5 | -10 | -0.8 | -8 | 4 | -1.1 | -0.4 | -2.5 | 0 | -4.1 | -0.9
CCCCCCCNC(=O)CN1N=C(c2ccc(C)cc2)CCC1=O | 0.6 | -3 | 0.0 | -2 | -6 | -0.1 | 0.8 | -1.8 | 0 | -1.6 | -1.4
CCOc1ccc(-n2c(SCc3ccc(C(=O)OC)o3)nc3c(c2=O)SCC3)cc1 | 2.0 | 17 | 0.4 | 11 | -4 | 0.1 | 0.9 | 0.5 | -1 | 0.5 | -0.9
CCOc1ccc(S(=O)(=O)NCCC(=O)N(C)Cc2cccs2)cc1 | 0.7 | -2 | -0.8 | 0 | 3 | 0.8 | 0.1 | -0.2 | 0 | 2.0 | -0.9
O=C1c2ccccc2C(=O)c2c1ncn2-c1ccccc1 | -4.3 | -1 | -1.1 | -1 | 1 | -1.5 | 0.1 | -1.9 | 1 | 1.9 | -1.0
CCN1C(=NCCc2ccc(Br)cc2)N[C@@H](c2ccccc2)[C@H](C(=O)OC)[C@H]1C | -0.2 | -8 | 1.0 | -3 | 11 | 0.2 | -0.1 | 1.6 | 0 | -3.5 | -1.0
Cc1cc(C)cc(OCC(=O)OCc2nnc(-c3ccccc3)o2)c1 | 9.4 | -3 | 0.9 | -1 | -3 | 1.0 | -0.4 | 1.8 | 4 | -0.4 | -1.3
Cc1ccc(C(=O)Nc2nnc(-c3ccncc3)o2)cc1 | 1.1 | 2 | 0.1 | 4 | -1 | 0.9 | -0.1 | 2.2 | 1 | 2.1 | -1.2
Fc1ccc(N/N=C/C=C/c2ccccc2)c(F)c1 | 7.0 | 5 | 1.1 | 7 | -8 | 0.7 | -0.7 | 3.7 | -1 | 5.2 | 0.0
O=C(/C=C/c1ccccc1)NCCc1ccccc1 | 10 | 2 | 1.9 | 0 | 3 | 0.5 | -0.4 | 2.2 | 4 | -3.5 | 0.7
O=C(OCn1nnc2ccccc2c1=O)C1CCN(S(=O)(=O)c2cccs2)CC1 | -0.3 | -4 | 4.1 | 1 | 1 | 0.3 | -0.4 | -0.3 | 2 | -2.3 | 0.0
CCc1ccc2c(c1)C(O)(CC(=O)c1cccs1)C(=O)N2 (stereo unspecified) | -0.1 | 2 | 0.0 | -9 | 5 | 0.4 | 0.1 | 0.5 | 2 | -0.3 | -0.4
O=C1NC(c2ccccc2)Nc2c1sc(=S)n2-c1ccccc1 (stereo unspecified) | 2.1 | -3 | -0.3 | -13 | -14 | -0.8 | 0.3 | 0.0 | -2 | 1.7 | -0.4
Cc1ccc(NC(=O)CCCc2ccccc2)c([N+](=O)[O-])c1 | 2.2 | 4 | -1.5 | 0 | 13 | 0.5 | -0.2 | 0.8 | 1 | 3.1 | -1.0
O=C(N/N=C/c1c(Cl)[nH]c2ccccc12)c1sc2ccccc2c1Cl | -0.4 | -6 | -0.1 | -7 | -29 | -0.4 | -36 | -1.9 | -1 | 0.3 | -1.4
C/C(=N/N=C(/C)c1cccs1)c1cccs1 | 16* | -1 | 6.1* | -6 | 11 | 1.1 | 0.7 | 8.3* | 2 | 6.4 | 1.1*
CCc1noc(C)c1C(=O)N(C)CC(=O)Nc1ccccc1Br | 2.7 | 3 | -1.1 | 0 | -2 | -0.2 | 0.2 | 1.7 | 2 | 1.1 | -0.6
O=C1CC(C(=O)O)NC(=S)N1 (stereo unspecified) | -1.1 | -4 | 0.9 | 3 | 8 | 0.6 | -0.8 | -0.9 | -2 | -0.5 | -0.8
CCOC(=O)c1c(NC(=O)C(=O)N/N=C/c2ccccc2O)sc2c1CCCCC2 | 1.3 | -2 | 3.9 | -4 | 1 | 0.2 | 0.3 | 5.4 | 0 | -3.1 | -0.8

Complete entries, looked up by structure. Order of values: hgDAF-12 ag | GC-B act | DAX1 inh-1 | NPR1 activator | sPLA2-III inh | DAX1 inh-2 | KLK7 zymogen act | hcDAF-12 act | SMARCA2 activ | GAA850 FXN act | ssDAF-12 act
`O=C(N/N=C/c1c(Cl)[nH]c2ccccc12)c1sc2ccccc2c1Cl` in the list: -0.4 | -6 | -0.1 | -7 | -29 | -0.4 | -36 | -1.9 | -1 | 0.3 | -1.4
`Cc1cc(C)cc(OCC(=O)OCc2nnc(-c3ccccc3)o2)c1` in the list: 9.4 | -3 | 0.9 | -1 | -3 | 1.0 | -0.4 | 1.8 | 4 | -0.4 | -1.3
`Cc1ccc(C(=O)Nc2nnc(-c3ccncc3)o2)cc1` in the list: 1.1 | 2 | 0.1 | 4 | -1 | 0.9 | -0.1 | 2.2 | 1 | 2.1 | -1.2
`C/C(=N/N=C(/C)c1cccs1)c1cccs1` in the list: 16* | -1 | 6.1* | -6 | 11 | 1.1 | 0.7 | 8.3* | 2 | 6.4 | 1.1*
`Fc1ccc(N/N=C/C=C/c2ccccc2)c(F)c1` in the list: 7.0 | 5 | 1.1 | 7 | -8 | 0.7 | -0.7 | 3.7 | -1 | 5.2 | 0.0

Continuation:
SMILES | hgDAF-12 ag | GC-B act | DAX1 inh-1 | NPR1 activator | sPLA2-III inh | DAX1 inh-2 | KLK7 zymogen act | hcDAF-12 act | SMARCA2 activ | GAA850 FXN act | ssDAF-12 act
Cc1noc(NS(=O)(=O)c2ccc(N/C=C\C(=O)c3ccc(F)cc3)cc2)c1C | 7.4 | -5 | . | 11 | -10 | 1.8 | -0.1 | 2.5 | 10* | 3.5 | -0.4
C=CCn1c(SCC)nc(O)cc1=O | -0.1 | 1 | 0.9 | -2 | 2 | -1.9 | 0.0 | -0.2 | -2 | -0.4 | -1.4
CCCn1c2ccccc2c2cnn(CC(=O)NCCN(C)C)c(=O)c21 | -1.1 | 6 | 0.3 | -1 | 1 | 0.4 | 0.7 | -0.8 | -2 | 0.3 | -1.2
Cc1cc(=O)c2c(O)c(O)ccc2o1 | 2.6 | -8 | -1.1 | -3 | -3 | 0.7 | 1.6 | -1.5 | -4 | 2.8 | 0.0
Cc1ccc(CNC(=O)c2ccc(N3CCC4(CC3)CC(c3ccccc3)=NO4)c(NC(=O)c3ccc(Cl)c([N+](=O)[O-])c3)c2)cc1 | -1.0 | 10 | -0.4 | 2 | 0 | -0.3 | -0.5 | -0.9 | 1 | -0.7 | -1.0
COc1ccc(C(CNC(=O)c2ccc3c(c2)C(=O)N(CCC(C)C)C3=O)N2CCOCC2)cc1 (stereo unspecified) | -1.0 | 3 | 1.9 | 4 | -9 | 0.6 | -0.1 | -1.0 | -2 | 0.4 | -1.3
C[C@@H]1CC=C[C@H]2[C@H]1C(=O)N(Cc1ccccc1)[C@H]2c1ccc(F)c(/C=C/c2ccccc2)c1 | 3.8 | 5 | 0.5 | -2 | 3 | -0.7 | -0.5 | -0.2 | -1 | -3.9 | -1.8
O=C(Nc1nc(-c2ccccc2)nc2ccccc12)c1ccc(F)cc1 | -4.8 | -2 | 0.9 | 0 | -1 | -0.6 | -0.3 | -1.6 | 2 | 2.8 | -1.3
CC1CCc2c(sc(NC(=O)CCC(=O)O)c2C(=O)NC2CC2)C1 (stereo unspecified) | 1.8 | -6 | 1.0 | -1 | 6 | -0.5 | -0.4 | -0.8 | -2 | -0.5 | -0.4
COc1ccc(CCC(=O)N2CCN(S(=O)(=O)c3ccc(OC)cc3)CC2)cc1 | -1.0 | 0 | 1.4 | 0 | 4 | -0.5 | -0.2 | -0.4 | -1 | -1.2 | -1.5
O=C(Nc1ccccc1C(=O)O)c1ccc2c(c1)C(=O)N(c1cccc([N+](=O)[O-])c1)C2=O | 0.9 | -6 | 1.0 | -15 | 6 | -0.2 | -0.7 | -1.0 | 6 | 1.1 | -0.4
O=C(NCc1ccccn1)C1CCN(S(=O)(=O)c2ccccc2)CC1 | -1.8 | 5 | 0.9 | -4 | -6 | 0.9 | -0.1 | -0.5 | 1 | -3.3 | -0.3
CCn1cc(C(=O)NCc2ccco2)c(=O)c2cc(S(=O)(=O)N3CCC(C)CC3)ccc21 | 0.0 | 8 | 0.7 | 2 | -8 | -0.3 | 0.5 | -1.8 | -5 | -4.1 | -1.4
O=C(CC1SC(=Nc2ccc(OC(F)F)cc2)N(CCN2CCOCC2)C1=O)Nc1ccc(F)cc1F (stereo unspecified) | -1.4 | 1 | -0.7 | 6 | -37 | -1.8 | 0.1 | -2.2 | 8 | -0.4 | -1.8
COc1ccc(CNC(=O)COC(=O)c2c[nH]c(=O)[nH]c2=O)cc1OC | 0.8 | -7 | 0.8 | -4 | 1 | -0.2 | -0.3 | -1.2 | -4 | -0.8 | -1.3
Cc1cc(C)nc(N2CCC(C(=O)NCCc3ccc(F)cc3)CC2)n1 | 0.8 | 2 | -0.4 | -1 | 1 | -0.3 | 0.5 | -1.4 | -2 | 0.1 | -1.7
